NR2E3 ag-1 – agonists of human NR2E3 nuclear receptor; CHO-S Gal4-NCOR/VP16-NR2E3 two-hybrid, luciferase; inhibition of corepressor binding, % at 3.98 µM; 360,000 tested, 0.35% active; AID 602229;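 active means inhibition above the mean of all tested compounds plus 3 SD, cut at about 70% in these data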;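 further: 0% = DMSO with NR2E3 transfected cells and 100% = cells lacking NR2E3 construct; higher means lower luciferase signal from less NR2E3 corepressor binding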
Target sequence (Q9Y5X4 whole entry, looked up, the tested form may be a part): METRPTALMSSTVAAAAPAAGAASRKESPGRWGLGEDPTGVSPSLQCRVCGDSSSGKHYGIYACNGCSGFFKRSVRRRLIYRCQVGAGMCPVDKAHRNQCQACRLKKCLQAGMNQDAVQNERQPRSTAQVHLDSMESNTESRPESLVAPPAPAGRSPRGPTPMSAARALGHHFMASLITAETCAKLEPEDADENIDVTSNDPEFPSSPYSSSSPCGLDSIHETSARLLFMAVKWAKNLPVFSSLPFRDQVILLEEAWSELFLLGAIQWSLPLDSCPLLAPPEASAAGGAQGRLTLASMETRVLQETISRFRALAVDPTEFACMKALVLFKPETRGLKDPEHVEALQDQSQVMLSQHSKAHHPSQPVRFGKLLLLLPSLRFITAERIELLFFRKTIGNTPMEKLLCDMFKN
NR2E3 ag-2 – agonists of human nuclear receptor NR2E3 | 320,000 tested, 0.12% active | Q9Y5X4 | GST-NR2E3/biotin-RetCOR TR-FRET, 1536-well | AID 2300 | inhibition of corepressor binding, % at 4.78 µM;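 active means percent inhibition above the cutoff of mean plus 3 SD of all tested compounds, set per screening campaign, cut at about 20% in these data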;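 further: 0% = DMSO wells and 100% = biotin wells as full block of FRET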
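System: GST-NR2E3 and biotin-RetCOR proteins; probe or stimulus: 7 nM biotin-RetCOR; doses: compound at 4.8 µM, single dose; schedule: Compound–protein incubation for 5 h at 4 °C; detection: time-resolved FRET; read-out: percent inhibition; controls: biotin wells as high control, 0.6% DMSO wells as low control; format: 1536-well plates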
iPSC survival up – enhancers of human iPSC single-cell survival; hiPSC single-cell survival, ATPlite luminescence; 100% = ROCK inhibitor wells, 0% = DMSO; survival enhancement, % at 20 µM; 360,000 tested, 0.044% active; AID 602274; in the data active means survival enhancement above about 18%;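 further: cells exposed to compounds for 16 hours before the ATP read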
HIF-2a inh – blocks HIF-2a reporter activity. 786-0 RCC cells HIF-2a reporter, luciferase luminescence, overnight. inhibition, % at 18.8 µM. 360,000 tested, 0.72% active. AID 624352;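 active means inhibition of the luminescence signal of 40% or more relative to plate controls, in a single-dose primary screen at 18.75 µM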
Shn3 inh set2 – inhibitors of Schnurri-3 3'UTR reporter in osteoblasts; inhibition, % at 12.5 µM; 360,000 tested, 0.52% active; Clone20 osteoblast Shn3 3'UTR firefly luciferase, 24 h;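 active means mean inhibition of at least 75% with every replicate also reaching 75%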;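 further: 0% = median of neutral control wells and 100% = pilot-screen positive control compound; some compounds past the cut are filed as inactive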
CF NFkB inh – inhibitors of cystic fibrosis induced NF-kB; KKLEB NF-kB-GFP reporter, PAF-induced, GFP fluorescence overnight; inhibition, % at 5 µM; 360,000 tested, 0.86% active; AID 588850;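 active means at least 50% inhibition at 5 µM, scaled per plate between neutral and stimulator controls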;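 further: PAF is a Pseudomonas aeruginosa culture filtrate used as stimulus; plate controls were PAF-stimulated DMSO wells for no effect and unstimulated DMSO wells for full effect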
Peg3 prom inh – inhibitors of Peg3 promoter | HeLa PEG-Prom luciferase reporter, luminescence, overnight | 360,000 tested, 1.7% active | AID 588405 | inhibition, % at 20 µM;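 active means inhibition of at least 50% at 20 µM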
C8 TRAIL sens – sensitizes caspase-8 expressing cells to TRAIL; 360,000 tested, 1% active; inhibition (viability loss, TRAIL sensitization), % at 10 µM; NB7+C8 cells + TRAIL, ATPlite viability luminescence;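 active means compounds causing at least 50% loss of cell viability in the single-dose screen, relative to plate controls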
LMP1 NFkB inh – reduces LMP1-driven NF-kappaB luciferase signal; 350,000 tested, 0.69% active; inhibition, % at 12.5 µM; AID 504558; LMP1-induced NF-kappaB luciferase reporter cells, luminescence; in the data active means inhibition above about 41%;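 further: 0% = neutral control wells and 100% = reference inhibitor control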
MITF TRPM1 inh – MITF TRPM1 promoter inhibition in SK-MEL-5 cells | SK-MEL-5 TRPM1 promoter luciferase, 24 h | 330,000 tested, 0.83% active | inhibition, % at 12.5 µM;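 active means mean inhibition across replicates of 60% or more, whatever share of single replicates reaches that level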; further: values of inactives mirror those of a sister screen read the other way
KKLEB cytotox – CF airway cell cytotoxicity counter-screen; 360,000 tested, 0.36% active; KKLEB CF airway cells viability, ATPlite luminescence, overnight; active compounds read low; cells stimulated with P. aeruginosa culture filtrate; activity change (cytotoxicity), % at 5 µM;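 active means corrected activity change at or below -50% at 5 µM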
The depositor's hits bear a star; / = not tested or not shown. An excerpt; rates above refer to the full screens.

SMILES	NR2E3 ag-1	NR2E3 ag-2	iPSC survival up	HIF-2a inh	Shn3 inh set2	CF NFkB inh	Peg3 prom inh	C8 TRAIL sens	LMP1 NFkB inh	MITF TRPM1 inh	KKLEB cytotox
COc1ccc([C@H]2C[C@H](n3cc(COC(=O)c4ccccc4)nn3)[C@@H](O)CN2Cc2cccs2)cc1	-9	/	-4.0	3	3	-2	-3	9	9	/	-9
COCCOc1nc2c(c(=O)n(C)c(=O)n2C)n1Cc1cccc(OC)c1	9	-2	2.8	26	87*	6	19	-10	5	16	8
Cn1cccc1C(C(=O)NC1CCCCC1)N(C(=O)Cc1cccs1)C1CC1 (stereo unspecified)	10	2	-1.9	2	3	-20	23	-17	9	8	0
O=C(/C=C/c1ccco1)Nc1ccc(S(=O)(=O)N2CCOCC2)cc1	-9	2	-0.1	15	3	1	9	-13	6	-5	5
CCN1CCN(C(=O)NC2CC(=O)N(c3ccc(OC)cc3)C2)CC1 (stereo unspecified)	-13	1	-0.7	-18	/	12	-82	12	-42	-3	3
CCOc1ccc(OCC(O)CN2CCN(S(=O)(=O)c3cccc(C(F)(F)F)c3)CC2)cc1 (stereo unspecified)	-2	/	0.9	4	13	3	21	-3	8	3	-10
COc1ccccc1NC(=S)Nc1cccc(F)c1	-24	2	-1.1	-22	21	-3	-27	-2	-8	-5	-2
CCN(CC)S(=O)(=O)c1ccc(N2CCOCC2)c(NC(=O)Cc2cccc3ccccc23)c1	-20	-1	-0.1	7	33	21	18	6	8	9	-15
Cc1ccc(C(=O)c2cc(C)sc2NC(=O)CN2CCN(C(=O)c3ccco3)CC2)cc1	-1	0	-1.7	-10	-5	3	29	26	-3	21	10
C/C(CC(=O)Nc1cccc(Cl)c1)=N\NC(=O)Cc1ccc(Cl)cc1	-11	-2	-1.8	14	8	6	8	1	5	9	-7
Cc1cc(=O)oc2ccc(OC(=O)CC(C)C)cc12	3	1	-0.9	-17	6	-35	-40	-3	0	-35	2
CCN1CC=C2C(C#N)=C(N)C(C#N)(C#N)C(CCc3ccccc3)C2C1 (stereo unspecified)	-15	-2	-2.0	-2	-19	-5	30	8	10	18	-32
COc1ccc(C(=O)N2CCc3ccccc32)cc1	-52	0	0.2	-183	-38	-9	-160	0	6	-23	4
COc1ccc(C(C)C)cc1-c1cc(C(=O)NCc2cc(C(F)(F)F)cc(C(F)(F)F)c2)[nH]n1	-13	/	-2.4	0	-5	-14	-8	17	/	/	12
CCOC(=O)C1=C(C)NC(C)=C(C(=O)OCC)C1C(=O)OCC(=O)N(C)C	-18	-1	-0.2	4	-22	4	1	-3	-1	8	-11
O=C(O)c1ccccc1NN=C1CCCCC1	-196	4	4.2	-243	-80	-3	-78	2	-11	-15	-2
CCOc1cc(S(=O)(=O)NCc2ccncc2)c(C)cc1C	6	-2	1.0	25	11	-3	11	3	7	3	21
Cc1ccc(C(C)C)cc1OCC(=O)NCCCn1ccnc1	32	/	1.8	12	-3	-14	5	13	-2	12	8
CN(CC(=O)N1CCCCCC1)S(=O)(=O)c1ccccc1	-70	4	-0.5	-149	-71	15	-117	3	-24	-74	3
N#Cc1ccccc1COC(=O)c1cc(S(=O)(=O)N2CCOCC2)ccc1F	-26	/	1.2	13	5	1	-10	0	10	/	-2
CC(CCc1ccccc1)NC(=O)CSc1nnnn1C (stereo unspecified)	-14	-1	-0.3	9	1	-5	-9	-7	2	13	8
O=C(c1cccc(Cl)c1)N1CCC(=O)N(C(COCc2ccccc2)Cc2ccccc2)CC1 (stereo unspecified)	-12	4	1.2	2	16	3	0	15	-8	/	-32
CCOc1ccccc1NC(=O)C1=C(C)NC(=S)NC1c1cccs1 (stereo unspecified)	-3	-2	-0.2	-53	-12	7	-45	19	2	-18	10
COc1cc(OC)cc(-c2oc3cccnc3c2C#CCCO)c1	-11	1	4.5	-14	4	-28	-11	10	-2	-19	-3
C=CCn1c(CCc2ccccc2)nnc1SCC(=O)OC	9	-3	0.4	23	10	4	1	-15	-1	9	4

Filtered by structure: the compounds so far containing a furan ring, fused or not
SMILES	NR2E3 ag-1	NR2E3 ag-2	iPSC survival up	HIF-2a inh	Shn3 inh set2	CF NFkB inh	Peg3 prom inh	C8 TRAIL sens	LMP1 NFkB inh	MITF TRPM1 inh	KKLEB cytotox
O=C(/C=C/c1ccco1)Nc1ccc(S(=O)(=O)N2CCOCC2)cc1	-9	2	-0.1	15	3	1	9	-13	6	-5	5
Cc1ccc(C(=O)c2cc(C)sc2NC(=O)CN2CCN(C(=O)c3ccco3)CC2)cc1	-1	0	-1.7	-10	-5	3	29	26	-3	21	10
COc1cc(OC)cc(-c2oc3cccnc3c2C#CCCO)c1	-11	1	4.5	-14	4	-28	-11	10	-2	-19	-3

Following part
SMILES	NR2E3 ag-1	NR2E3 ag-2	iPSC survival up	HIF-2a inh	Shn3 inh set2	CF NFkB inh	Peg3 prom inh	C8 TRAIL sens	LMP1 NFkB inh	MITF TRPM1 inh	KKLEB cytotox
CCCCN(C)C(=O)C1CCN(C/C(C)=C/c2ccccc2)CC1	-19	-2	-1.1	6	0	-14	8	4	-4	8	7
Cc1ccc(NC(=S)NCCN(C2CCCCC2)C2CCCC2)cc1	-2	1	-0.5	14	15	-21	11	18	1	1	4
COc1ccc(-n2c3c(cc(C(=O)NCC(=O)c4ccccc4)c2=O)C(=O)CC(C)(C)C3)cc1	2	1	-0.3	10	-11	-4	-7	-23	-1	-1	0
Cc1c(Cl)c(C(=O)N2CCCC2)nn1C	-13	0	0.1	12	-41	10	-6	-10	-1	7	-2
Cc1ccc(OCC(O)Cn2c(N3CCCCC3)nc3c2c(=O)[nH]c(=O)n3C)cc1 (stereo unspecified)	-37	-1	-0.4	15	19	-3	16	-4	-1	-3	1
O=C(COc1ccc(NC(=O)c2ccccc2[N+](=O)[O-])cc1)c1ccc(F)cc1	-9	2	3.4	-3	9	-7	6	-3	1	-3	-4
CC1(C)Cc2c(sc(NC(=O)c3ccc(S(=O)(=O)N4CCCC4)cc3)c2C#N)C(C)(C)N1	-4	3	0.0	4	-5	7	8	-3	-9	-9	12
CN1CCN(S(=O)(=O)c2ccc3ccccc3c2)CC1	23	-2	5.2	5	-8	2	1	-2	-2	-5	-6
CC(=O)n1cc(-c2ccncc2)c2ccccc21	-5	5	2.9	-48	7	-6	15	6	17	-25	1
COc1cccc(OCc2cc(C(=O)N3CCC(c4ccncc4)CC3)no2)c1	85*	0	0.4	-10	65	12	-20	9	28	18	-6
Cc1cc(NC(=O)CSc2nc3c(sc4ccccc43)c(=O)n2CCCN2CCOCC2)n[nH]1	72*	2	-4.1	16	-90	35	90*	17	-54	8	-25
Clc1ccc(Cl)c(OCCCCN2CCNCC2)c1	6	-2	-0.9	10	-23	-26	16	8	-11	-2	17
CCCc1cc(CNC(=O)C2CCC(=O)N(Cc3ccccc3OC)C2)on1 (stereo unspecified)	-27	1	-0.5	-40	0	2	-13	-15	0	3	2
CCN(CC)c1ccc(C2=NNC(=O)CC2C)cc1[N+](=O)[O-] (stereo unspecified)	-3	0	-1.1	-29	1	-2	31	17	11	34	12
Cc1ccc(S(=O)(=O)N2CCOCC2)cc1NC(=O)COC(=O)c1ccc(Cl)s1	-17	/	-1.4	9	-7	0	0	-17	3	-1	10
CS(=O)c1ccccc1-c1nc(-c2ccc(Cl)cc2)no1 (stereo unspecified)	-18	2	0.6	-234	6	-8	-191	0	-14	-51	-7
COc1cc(NC(=O)Cn2c(=O)n(CC3CCCO3)c(=O)c3cc(OC)c(OC)cc32)cc(OC)c1 (stereo unspecified)	-33	-1	0.0	3	0	-6	-1	-3	10	-5	-20
C=CCN1c2ccc(Br)cc2C(=O)CS1(=O)=O	-31	3	2.2	17	9	-14	10	-22	3	-3	-10
CCCCCOc1ccc(C(=O)C(c2ccccc2)N2CCOCC2)cc1 (stereo unspecified)	10	4	-1.3	23	11	15	26	0	6	7	-3
O=S(=O)(Nc1cccc(-c2cn3cccnc3n2)c1)c1ccc(Cl)cc1	2	5	-1.4	27	19	-9	22	-4	-24	0	2
Cc1ccc(S(=O)(=O)N2C[C@@H]3[C@H]4CC[C@H](C4)[C@@H]3[C@@H](C)[C@@H]2c2ccco2)cc1	-5	/	1.7	-1	14	6	5	-9	-3	-3	-4
CN(C)CCCN1c2ccc(O)cc2Sc2ccc(Cl)cc21	-11	/	-2.1	-6	2	0	42	-1	-23	/	6
CC(=O)C1=C(O)C(=O)N(c2nnn(C)n2)C1c1cccs1 (stereo unspecified)	-40	1	-1.7	4	-7	-3	4	-7	-8	3	11
Cc1c(NS(=O)(=O)c2ccc(Cl)c(C(=O)OC(C)C(=O)NCc3ccco3)c2)c(=O)n(-c2ccccc2)n1C (stereo unspecified)	29	0	0.2	19	-9	2	11	17	-7	12	-3
OCC1OC(O)CC(O)C1O (stereo unspecified)	-1	/	-4.0	10	-6	1	4	-2	9	-2	1

Remaining list, next part
SMILES	NR2E3 ag-1	NR2E3 ag-2	iPSC survival up	HIF-2a inh	Shn3 inh set2	CF NFkB inh	Peg3 prom inh	C8 TRAIL sens	LMP1 NFkB inh	MITF TRPM1 inh	KKLEB cytotox
O=C(NC1CCCC1)c1ccc(COCC(F)(F)C(F)F)o1	-7	1	-1.1	13	-2	-1	-9	-15	-15	-1	11
CCOc1ccc(Nc2ccc(S(=O)(=O)N3CCOCC3)cc2[N+](=O)[O-])cc1	9	/	1.0	8	-14	3	9	1	4	/	15
CC(OC(=O)/C=C/c1ccc2ccccc2n1)C(=O)NCc1ccccc1 (stereo unspecified)	14	-1	-0.7	-39	-6	34	-74	12	-12	-13	-25
COC(=O)Cn1c(=O)n(CCc2ccccc2)c(=O)c2c3c(sc21)CCCC3	-24	-1	0.4	-40	1	9	22	14	-6	5	3
C[C@H](NC(N)=O)C(=O)OCC(=O)NCc1cccs1	5	3	-0.8	21	-5	-11	4	-2	2	7	9
Cc1csc(NC(=O)C2C3C=CC(C3)C2C(=O)O)n1 (stereo unspecified)	-17	5	-1.7	9	-37	-2	4	-6	5	-15	-14
Cc1ccc(CNC(=O)COC(=O)c2cc(C)oc2C)cc1	-11	2	0.9	7	11	8	5	-12	0	0	-6
Cc1cc(C(=O)NC(C)c2ccc3c(c2)OCO3)cs1 (stereo unspecified)	28	0	0.9	-6	3	-6	12	1	2	5	9
CCC(C)Sc1nc(O)cc(=O)[nH]1 (stereo unspecified)	-6	2	3.9	-6	5	-8	8	-8	-13	5	8
CC(C)C[C@H](N)c1nnc(SCc2ccc(Cl)cc2)o1	-38	-3	0.1	18	11	7	15	-13	1	5	7
N/C(CCN1CCOCC1)=N/O	-26	-1	0.3	18	8	-4	-4	6	-4	12	-2
c1ccc(-c2csc(Nc3ccccn3)n2)cc1	-132	0	-0.8	-195	-37	-18	-275	31	-45	-16	12
Cc1ccc(CN(C(=O)Cn2nnc3ccccc32)C(C(=O)NCc2ccco2)c2cccs2)cc1 (stereo unspecified)	-8	5	2.1	0	9	15	11	4	3	7	2

Assay outcomes as filed in PubChem BioAssay.
